UGM FP inh = inhibitors of M. tuberculosis UDP-galactopyranose mutase; purified UGM, fluorescence polarization probe displacement; inhibition, % at 10 µM; 320,000 compounds, 0.06% hits; AID 504406; in the data active = inhibition above about 10%, passing the limit was not always enough; inconclusive = no clear call, values can overlap the other calls
Target sequence (P9WIQ1 whole entry, looked up): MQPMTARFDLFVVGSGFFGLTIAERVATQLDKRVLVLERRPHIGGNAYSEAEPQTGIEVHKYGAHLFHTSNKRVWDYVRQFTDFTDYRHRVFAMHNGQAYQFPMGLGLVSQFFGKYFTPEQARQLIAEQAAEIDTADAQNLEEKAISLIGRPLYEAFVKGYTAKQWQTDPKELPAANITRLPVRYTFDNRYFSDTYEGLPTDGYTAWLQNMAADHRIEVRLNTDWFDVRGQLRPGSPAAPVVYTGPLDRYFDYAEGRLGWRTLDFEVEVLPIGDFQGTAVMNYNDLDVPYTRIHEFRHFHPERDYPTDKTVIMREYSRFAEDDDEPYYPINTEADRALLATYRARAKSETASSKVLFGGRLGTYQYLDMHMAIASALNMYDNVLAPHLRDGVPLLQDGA
BH1578 lux ind = quorum light induction in luxS cqsA deficient V. cholerae; V. cholerae BH1578 lux reporter, luminescence, 6 h; activation, % at 18.7 µM; 350,000 compounds, 0.16% hits; AID 588436; in the data active = activation mostly above about 9.7%, no sharp cut-off; inconclusive = no clear call, values can overlap the other calls; inactive = mostly below about 3.7%; note: not every result past the cut was called active; inactives centre near 0; reference of the scale not given here
GDH-TPI inh = inhibits GDH-TPI coupling enzymes, artifact for Mtb FBA screen | AID 588335 | GDH-TPI coupled enzyme counterscreen, NADH absorbance | inhibition, % at 4.8 µM | 360,000 compounds, 1.2% hits; in the data active = inhibition above about 30%;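 note: 0% = DMSO wells and 100% = wells lacking the enzyme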
FadD28 binding = blocks FadD28 binding to the bisubstrate probe | fluorescence polarization | inhibition, % at 12.5 µM | 360,000 compounds, 0.22% hits | AID 588549; in the data active = inhibition above about 8.5%, passing the limit was not always enough; inconclusive = no clear call, values can overlap the other calls
PfHsp40 rescue = restores yeast growth despite PfHsp40 toxicity; S. cerevisiae expressing PfHsp40, growth rescue, ATP luminescence; growth rescue, % at 12.5 µM; 340,000 compounds, 0.68% hits; in the data active = growth rescue above about 28%, passing the limit was not always enough; inconclusive = no clear call, values can overlap the other calls;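 note: yeast W303a lacking pdr1 and pdr3 grown in galactose medium; growth measured after three days at 30 °C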
Yp Topo-I inh = Y. pestis Topo-I inhibition via cleavage products. Y. pestis Topo-I cleavage product accumulation, plate reader. AID 504884. 360,000 compounds, 0.064% hits. activity, % at 10 µM; in the data active = activity above about 50%, passing the limit was not always enough; inconclusive = no clear call, values can overlap the other calls; note: inactives centre near 2
FBA Mtb inh = inhibits M. tuberculosis FBA enzyme; P9WQA3; 360,000 compounds, 2.3% hits; purified M. tuberculosis FBA, fluorescence read-out; inhibition, % at 1 µM; in the data active = inhibition above about 27%;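 note: 0% = vehicle and 100% = reference inhibitor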
Target sequence (P9WQA3 whole entry, looked up): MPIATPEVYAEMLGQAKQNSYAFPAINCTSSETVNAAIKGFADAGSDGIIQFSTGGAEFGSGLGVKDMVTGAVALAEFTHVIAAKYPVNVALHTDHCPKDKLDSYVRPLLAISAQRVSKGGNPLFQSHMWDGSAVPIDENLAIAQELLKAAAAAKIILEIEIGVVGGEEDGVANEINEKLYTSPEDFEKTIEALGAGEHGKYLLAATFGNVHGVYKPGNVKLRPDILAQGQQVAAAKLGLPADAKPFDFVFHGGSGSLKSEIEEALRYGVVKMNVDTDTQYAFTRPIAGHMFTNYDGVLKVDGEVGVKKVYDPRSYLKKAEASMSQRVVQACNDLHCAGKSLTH
TcdB inh = inhibitors of Clostridioides difficile toxin B glycohydrolase; P18177; TcdB glycohydrolase enzymatic assay, plate reader; inhibition, % at 9.99 µM; 350,000 compounds, 0.24% hits; AID 652162; in the data active = inhibition above about 10%
BioA inh = inhibitors of Mycobacterium tuberculosis BioA enzyme; purified M. tuberculosis BioA enzyme, plate reader; inhibition, % at 9.99 µM; AID 602481; 360,000 compounds, 0.096% hits; in the data active = inhibition above about 40%; inconclusive = no clear call, values can overlap the other calls
Starred values were filed as active, the others as inactive; i = inactive; ? = inconclusive; · = no result given.

SMILES	UGM FP inh	BH1578 lux ind	GDH-TPI inh	FadD28 binding	PfHsp40 rescue	Yp Topo-I inh	FBA Mtb inh	TcdB inh	BioA inh
CSCCC(NC(=O)c1ccco1)C(=O)NCC1CCCCC1 (centres undefined)	-2.5	-0.9	5	-0.7	12	3	4	1.0	-2.8
Cc1c(/C=N\NC(=O)c2ccc([N+](=O)[O-])cc2)cnn1C	4.6	-0.3	7	-0.9	0.8	-6	-1	-0.5	1.3
CCOc1ccc(NS(=O)(=O)c2cccc(C(=O)NCC3(N(C)C)CCCCC3)c2)cc1	·	i	5	-1.3	-0.6	-15	-2	-0.4	·
CCOC(=O)C1CCCN(C(=O)c2cccc(C(F)(F)F)c2)CC1 (centres undefined)	·	-0.5	3	0.0	·	7	6	0.9	1.7
CC(=O)Nc1cc(-c2cccc(NS(C)(=O)=O)c2)cn2c(-c3cccc(C(C)=O)c3)cnc12	·	-0.2	10	-10	·	36	-4	1.4	0.7
CSc1ncnc2c1ncn2CCCNCc1ccco1	·	i	1	-1.9	·	3	0	1.3	-1.0
Cc1onc(-c2ccccc2)c1C(=O)N(Cc1ccccn1)Cc1ccccn1	-1.2	-0.4	17	-2.0	1.6	3	-2	1.8	·
COc1cccc(NC(=O)CN(C)C(=O)COc2cc(C)ccc2Cl)c1	2.2	-2.8	6	-3.3	-0.8	4	-2	0.2	·
COCC(C)NC(=O)CCc1nnc(C2(c3ccc(Cl)cc3)CCC2)o1 (centres undefined)	0.7	-0.3	3	0.1	0.3	6	-3	·	·
COc1ccc(CCNC(=O)CN(c2ccc(OC)c(OC)c2)S(=O)(=O)c2ccccc2)cc1OC	0.3	-1.2	2	-1.2	1.4	14	1	0.5	1.1
O=C(Nc1ccccc1)C1=C[C@H](c2ccccc2)C[C@H](OCc2ccc(CO)cc2)O1	2.4	i	-7	-3.2	3.4	21	0	0.3	-1.9
CC(=O)c1ccc(N2CCN(S(=O)(=O)c3csc(C(N)=O)c3)CC2)cc1	2.2	-0.2	8	-5.5	-0.5	1	4	0.2	0.4
CC(SCC(=O)Nc1ccccc1Br)c1nc2ccccc2c(=O)[nH]1 (centres undefined)	5.2	i	11	-0.4	-0.1	2	2	2.2	0.9
CCn1c(C(=O)NCCCN2CCc3ccccc3C2)cc2sccc21	-2.8	-1.0	-2	-1.6	-0.4	4	0	·	-3.2
Cc1ccc(S(=O)(=O)N2CCN(c3cnn(C)c(=O)c3Cl)CC2)cc1	-2.9	-0.3	6	-3.2	-1.2	-10	2	-0.3	-0.9
Cn1c(=O)c2c(nc(N/N=C/c3cccs3)n2Cc2ccccc2)n(C)c1=O	0.6	-0.5	16	0.3	-0.1	1	1	1.0	·
S=c1ncc2[nH]c(=S)[nH]c2[nH]1	·	i	36*	-0.8	1.3	-4	1	0.8	-0.6
O=C(CSc1nnc(Cc2ccccc2)o1)NC1CC2CCC1C2 (centres undefined)	-2.6	i	-4	-1.7	1.3	4	0	·	-1.0
CCNC(=O)C1(C)CCN(C(=O)c2cccc(Cl)c2)C1 (centres undefined)	·	-0.3	6	-0.4	·	-1	-2	-4.4	-1.1
Clc1cccc(NCc2nnc3n2CCCCC3)c1	1.6	i	-10	-4.9	1.1	8	1	0.9	·
COC(=O)c1ccccc1NC(=O)COC(=O)CO/N=C(\C)c1ccc2c(c1)OCO2	-0.4	-0.5	-3	-4.3	-0.6	12	3	3.1	-1.2
COC(=O)C1(C)NC(=O)c2ccccc2N1 (centres undefined)	-2.9	-0.4	0	-1.7	-0.4	2	30*	0.8	2.2
Cc1cc(O)cc(O)c1C(=O)Cc1cnn(-c2ccccc2)c1	0.1	0.6	1	0.1	-0.3	2	2	·	3.6
Cc1ccc(NS(=O)(=O)c2ccc(C3CCCCC3)cc2)cc1	-2.0	-0.5	2	-1.1	4.8	34	-1	0.1	·
S=c1[nH]nc(-c2ccccc2)o1	2.5	i	-3	-2.2	0.4	3	19	·	0.5

By substructure: the compounds so far with a Cl atom (5)
SMILES	UGM FP inh	BH1578 lux ind	GDH-TPI inh	FadD28 binding	PfHsp40 rescue	Yp Topo-I inh	FBA Mtb inh	TcdB inh	BioA inh
COc1cccc(NC(=O)CN(C)C(=O)COc2cc(C)ccc2Cl)c1	2.2	-2.8	6	-3.3	-0.8	4	-2	0.2	·
COCC(C)NC(=O)CCc1nnc(C2(c3ccc(Cl)cc3)CCC2)o1 (centres undefined)	0.7	-0.3	3	0.1	0.3	6	-3	·	·
Cc1ccc(S(=O)(=O)N2CCN(c3cnn(C)c(=O)c3Cl)CC2)cc1	-2.9	-0.3	6	-3.2	-1.2	-10	2	-0.3	-0.9
CCNC(=O)C1(C)CCN(C(=O)c2cccc(Cl)c2)C1 (centres undefined)	·	-0.3	6	-0.4	·	-1	-2	-4.4	-1.1
Clc1cccc(NCc2nnc3n2CCCCC3)c1	1.6	i	-10	-4.9	1.1	8	1	0.9	·

The listing continues:
SMILES	UGM FP inh	BH1578 lux ind	GDH-TPI inh	FadD28 binding	PfHsp40 rescue	Yp Topo-I inh	FBA Mtb inh	TcdB inh	BioA inh
CN1CCCCC1(C)C(=O)NCc1cc(Cl)ccc1F (centres undefined)	·	-0.2	-4	-1.2	·	-3	-2	0.0	-0.5
Cc1c(NC(=O)c2cccc(S(=O)(=O)N(C)c3ccccc3)c2)c(=O)n(-c2ccccc2)n1C	·	-1.9	-4	-1.2	-0.9	-7	0	0.1	-1.8
O=[N+]([O-])c1ccc(N=NNc2ccc([N+](=O)[O-])cc2)cc1	·	i	5	·	-0.3	2	-3	1.6	-0.1
CC(C)c1ccc(CN2CC(C(=O)Nc3ccccc3)CC2=O)cc1 (centres undefined)	-0.5	i	10	-1.0	1.2	10	-2	0.5	3.1
COc1ccc2c(c1)C(=O)C1(CC2)OC1c1cccnc1 (centres undefined)	·	-0.7	10	-1.8	·	4	-1	5.6	8.0
O=C(c1ccc(N2CCOCC2)c([N+](=O)[O-])c1)N1CCN(S(=O)(=O)c2cccs2)CC1	-0.7	i	0	-0.6	-0.6	0	0	3.3	·
Cc1ccc(NC(=O)COC(=O)Cn2cnc3ccccc32)c([N+](=O)[O-])c1	0.6	-2.2	7	-1.7	-0.2	0	2	1.7	-1.8
O=C(NCCS(=O)CCNC(=O)C(F)(F)F)C(F)(F)F	-1.6	·	-6	-2.7	-0.5	5	1	·	2.1
Brc1ccc(-c2csc(NC3=NCCCCC3)n2)cc1	0.1	-4.5	-1	1.0	-0.9	5	-2	0.7	·
O=S(=O)(c1ccc(NC(=S)NCc2ccncc2)cc1)N1CCCCC1	2.4	i	8	-2.3	-1.0	-11	4	7.7	·
O=C(CCNC(=O)N1CC(=O)Nc2ccccc21)NCc1cccc(C(F)(F)F)c1	·	i	0	-1.8	·	0	0	1.4	-1.4
CC1CCCCC1NC(=O)CN(C)S(=O)(=O)c1ccc2c(c1)c(=O)n(C)c(=O)n2C (centres undefined)	-1.0	-7.3	3	0.1	-1.3	11	0	2.5	0.6
CC1CCCN(CCCNC(=O)C2CCCN(c3ncnc4c3nc3n4CCCCC3)C2)C1 (centres undefined)	1.0	-0.2	2	-1.6	-0.4	4	-1	0.4	1.7
Cc1ccc(N=Nc2c(N)n[nH]c2N)cc1	-0.6	i	9	-3.5	-1.4	-13	-1	3.5	-0.8
CCc1c(C(=O)O)[nH]c2ccc(Br)cc12	0.2	-0.8	-8	-0.3	-0.4	1	4	·	0.5
CCCCCn1c(=O)[nH]c2cc(C(=O)N3CCN(CC)CC3)ccc2c1=O	2.1	3.2	7	-1.1	-1.7	-2	-4	·	-0.8
COc1cc(-c2[nH]ncc2CN2CCSCC2)cc(OC)c1OC	-2.7	-3.3	2	-1.2	0.2	0	-2	1.1	-0.2
Cn1c(=O)c2c(nc(Cl)n2Cc2ccc(Cl)c(Cl)c2)n(C)c1=O	-0.9	i	6	-0.8	3.7	2	0	·	·
COc1ccccc1-c1coc2c(CN3CCN(CCO)CC3)c(O)ccc2c1=O	2.7	-1.3	16	-1.8	-1.8	-3	152*	·	-0.7
O=C(N/C(=C\c1cccc(Br)c1)C(=O)N1CCCCC1)c1ccco1	0.8	i	5	0.0	0.7	22	-2	0.7	0.9
COc1ccc(NC(=O)C2CCN(S(=O)(=O)c3ccc(N4CCCC4=O)cc3)CC2)c(OC)c1	-2.9	i	9	1.6	0.7	6	5	0.7	-1.3
O=C(CCCN1C(=O)/C(=C/c2ccccc2Cl)SC1=S)N1CCOCC1	1.6	i	-6	-2.0	-1.1	-3	0	0.6	1.4
CCCN(CCC)S(=O)(=O)c1ccc(NC(=O)c2cc(C(=O)OC)cc([N+](=O)[O-])c2)cc1	4.1	-0.2	0	0.3	-1.0	-5	0	·	-2.4
CCOc1ccccc1N(CC(=O)Nc1ccc(OC)cc1)S(=O)(=O)c1ccccc1	0.0	i	9	-1.1	1.4	2	-1	1.3	-1.5
COc1ccc(CNC(=O)c2nnn(CC(=O)Nc3cc(C)cc(C)c3)c2N)cc1	0.7	-0.6	11	-2.5	0.1	6	-1	-0.8	-0.7

Next section
SMILES	UGM FP inh	BH1578 lux ind	GDH-TPI inh	FadD28 binding	PfHsp40 rescue	Yp Topo-I inh	FBA Mtb inh	TcdB inh	BioA inh
Cc1ccc(CN(Cc2ccccc2)C(=S)Nc2ccccc2C)o1	-5.1	2.5	5	-2.1	5.5	25	-2	-0.2	-0.8
COc1ccc(CC(N)c2csc(NC(=O)NC(c3ccccc3)c3ccccc3)n2)cc1 (centres undefined)	·	-0.6	-2	-3.4	·	0	2	-0.4	-2.1
CCOC(CCNC(=O)c1cn(-c2cccc(C)n2)cn1)OCC	0.8	-0.6	14	-1.2	-1.2	-4	1	·	-1.6
CCOC(=O)CN1C(=O)N[C@@H](c2cccc(C(F)(F)F)c2)C(C(=O)OC)=C1C	2.2	i	12	-1.6	-0.4	-2	-3	0.3	-0.1
CCOc1ccc(OCCCCN(C)C)cc1	0.0	i	-9	-1.6	-0.5	-11	1	·	0.7
O=C1C(Cc2ccccc2)S/C(=N/N=C/c2ccco2)N1c1ccccc1 (centres undefined)	-1.8	i	29	-2.8	1.4	9	0	·	-0.9
CC(C)(C)NCC(O)COc1ccccc1C(C)(C)C (centres undefined)	-2.3	-0.5	1	-2.5	-0.8	-5	-2	2.3	-2.2
Cc1ccc(S(=O)(=O)Nc2ccc(C(=O)NCc3ccncc3)cc2)cc1	-0.8	i	-1	1.5	-0.1	-5	1	-0.4	-2.8
OCCN(CC#CC(O)(c1ccccc1)c1ccccc1)CCO	-0.2	-0.9	-7	-4.5	1.2	7	-3	0.6	·
C=CCn1c(-c2ccc(Cl)cc2)cnc1SC(C)C(N)=O (centres undefined)	0.5	i	-2	-3.5	-0.2	-10	-7	6.4	·
O=C(c1ccc([N+](=O)[O-])o1)N1CCN(c2nc3ccc(F)cc3s2)CC1	-2.0	i	7	-1.2	-0.2	-6	11	-3.3	-3.8
CCN(CC)S(=O)(=O)c1ccc(OC)c(NC(=O)Cn2cnc3c2c(=O)n(C)c(=O)n3C)c1	4.0	0.5	3	0.1	14	1	3	1.3	·
Cc1ccc2oc(=O)c3cnn(CC(=O)N(Cc4ccco4)C4CCCCC4)c3c2c1	0.1	1.6	0	0.7	1.7	7	6	5.7	-0.1
Cc1ccc(C2(SCC(N)C(=O)O)c3ccccc3-c3ccccc32)cc1 (centres undefined)	·	i	5	-2.4	0.3	5	1	2.7	·
COc1ccc(C)cc1S(=O)(=O)NCC(c1ccc2c(c1)OCO2)N1CCN(C)CC1 (centres undefined)	0.1	-0.4	12	-3.0	-0.3	-2	-2	1.2	1.6
Cc1ccc2sc(N(CCCN(C)C)C(=O)c3nc4ccccc4s3)nc2c1C	2.3	-0.2	2	-6.5	0.5	29	-6	2.0	-0.3
CCCCN(C)C(=O)c1c[nH]c2ccc(S(=O)(=O)N3CCOCC3)cc2c1=O	·	·	-1	-2.7	0.1	0	23	1.0	2.3
CCCCN(CC)C(=O)Cc1c(C(=O)O)[nH]c2ccc(Cl)cc12	?	-0.4	6	-2.1	5.0	-3	3	·	2.4
